Assay outcomes as filed in PubChem.
SENP8 inh – inhibitors of human SENP8 protease; recombinant SENP8, Nedd8 substrate fluorescence; inhibition, % at 20 µM; actives 0.64% (n = 360,000); AID 602440; in the data active = inhibition mostly above about 40%, no sharp cut-off; inactive = mostly below about 27%
Target sequence (Q96LD8 whole entry, looked up): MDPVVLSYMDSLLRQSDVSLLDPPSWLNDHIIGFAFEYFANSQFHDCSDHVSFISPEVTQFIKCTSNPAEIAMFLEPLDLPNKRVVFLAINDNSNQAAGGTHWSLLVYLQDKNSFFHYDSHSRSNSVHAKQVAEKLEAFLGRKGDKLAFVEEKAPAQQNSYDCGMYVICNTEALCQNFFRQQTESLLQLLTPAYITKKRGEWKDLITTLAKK
MPTP inh – permeability transition pore inhibition; actives 1.4% (n = 360,000); isolated mouse mitochondria, Ca2+ swelling absorbance, 30 min; inhibition, % at 10 µM;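 active = inhibition of 50% or more, scaled per plate between neutral and stimulator controls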;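 also: 0% = DMSO wells given calcium and 100% = 1 mM EGTA wells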
* hit, by the source's call; i = inactive. The list is partial. The share of hits here may be higher or lower than overall.

The first six records as a preview:
Below each compound – SENP8 inh	MPTP inh
1	COC(=O)c1ccc2nc(-c3ccc(Cl)cc3)c(Cc3cccc(Cl)c3)n2c1
  -375	2.2
2	O=C(NCc1ccc(Br)cc1)OC1CC2CC1[C@H]1CCCCN1C2=O (some centres not stated)
  16	1.5
3	Oc1ccc(Br)c(CN2CCN(c3ncc(Cc4ccccc4)cn3)CC2)c1
  26	3.7
4	C[C@@H]1O[C@H](C2CCCC2)Cc2[nH]c(=S)[nH]c(=O)c21
  15	-0.2
5	CCOC(=O)C1(C)CCCN(C(=O)c2cccc(Cl)c2)C1 (configuration not stated)
  18	-1.4
6	CCOC1=C2CN(S(=O)(=O)c3ccc(C)cc3)[C@H](c3ccccc3)C[C@H]2n2c(=O)n(-c3ccccc3)c(=O)n2C1
  14	-1.0

The list itself, from the first entry:
Below each compound – SENP8 inh	MPTP inh
1	COC(=O)c1ccc2nc(-c3ccc(Cl)cc3)c(Cc3cccc(Cl)c3)n2c1
  -375	2.2
2	O=C(NCc1ccc(Br)cc1)OC1CC2CC1[C@H]1CCCCN1C2=O (some centres not stated)
  16	1.5
3	Oc1ccc(Br)c(CN2CCN(c3ncc(Cc4ccccc4)cn3)CC2)c1
  26	3.7
4	C[C@@H]1O[C@H](C2CCCC2)Cc2[nH]c(=S)[nH]c(=O)c21
  15	-0.2
5	CCOC(=O)C1(C)CCCN(C(=O)c2cccc(Cl)c2)C1 (configuration not stated)
  18	-1.4
6	CCOC1=C2CN(S(=O)(=O)c3ccc(C)cc3)[C@H](c3ccccc3)C[C@H]2n2c(=O)n(-c3ccccc3)c(=O)n2C1
  14	-1.0
7	CCc1nc2c(OCc3ccc(F)cc3)cccn2c1N(C)C(=O)c1ccncc1
  -5	-0.4
8	Cc1cc(C)cc(Cn2cc(CN3CC(N4CCSCC4)CS3(=O)=O)nn2)c1 (configuration not stated)
  16	-0.2
9	CC1(C(=O)NS(=O)(=O)c2ccccc2Cl)CCN1C(=O)Cc1cc(F)ccc1F (configuration not stated)
  12	0.5
10	CC(O)(c1cccc(F)c1)c1nc(-c2cncnc2)cs1 (configuration not stated)
  6	-0.4
11	Cc1cc(CNC[C@H]2O[C@@H](n3ccc(=O)[nH]c3=O)[C@H](O)[C@@H]2O)no1
  26	-1.4
12	CCOC(=O)N(C)c1c(CC)nc2c(OCc3ccc(Cl)cc3Cl)cccn12
  16	0.1
13	CCCc1ccc(C(O)c2ncc(-c3ccc(C)cc3)[nH]2)cc1 (configuration not stated)
  -2	3.8
14	O=S1(=O)CC(N2CCCC2)CN1Cc1cn(Cc2cccc(C(F)(F)F)c2)nn1 (configuration not stated)
  16	-2.1
15	CCCc1nc2ccc(C(=O)OC)cn2c1Cc1ccccc1C(F)(F)F
  -236	-2.2
16	COc1ccc(Cc2c(-c3ccc(OC)c(OC)c3)nc3c(C)cc(Br)cn23)c(C)c1
  -86	-0.8
17	Cc1cc(F)ccc1-c1cc(C(=O)NCc2cccc(C(F)(F)F)c2)[nH]n1
  13	9.4
18	CC(=O)c1cccc(-c2ccnc3c2CC(C(=O)NCc2cccs2)O3)c1 (configuration not stated)
  14	0.6
19	Cc1cc2nc(-c3nnnn3-c3c(C)cccc3C)c(=O)[nH]c2cc1C
  -384	0.8
20	O=C(NCC(F)(F)F)c1[nH]c(C(F)(F)F)nc1-c1ccccc1
  25	0.7
21	CC(C)NC(=O)C1(C#N)C=C1c1ccccc1 (configuration not stated)
  2	1.7
22	O=C(NCc1ccc(F)cc1F)[C@@H]1CCCN1C(=O)[C@@H]1CCCN1C(=O)c1cccc2ccccc12
  10	-0.7
23	CC(=O)Nc1cc(-c2ccc(N3CCN(C)CC3)cc2)cn2c(-c3ccccc3)cnc12
  -350	-0.4
24	CCNC(=O)C1CCCN(C(=O)c2cccc(C(F)(F)F)c2)CC1 (configuration not stated)
  10	-0.1
25	Cc1ccc2nc(-c3ccc(Cl)cc3)c(Cc3ccccn3)n2c1
  -382	-0.5
26	CCCOc1ccc(F)cc1-c1cc(C(=O)Nc2ccc(OC)cc2C)[nH]n1
  9	0.1
27	CCCCCNC(=O)C(c1ccccc1)n1c(=O)c(-c2cc3ccccc3[nH]2)nc2ccccc21 (configuration not stated)
  -400	2.1
28	Cc1nc(C(F)(F)F)ccc1C(=O)N1CCCC1(C)C(=O)NCC(C)C (configuration not stated)
  16	-1.6
29	COc1ccc2c(CN3CCN(c4ccccc4F)CC3)cc(=O)oc2c1
  -12	1.7
30	CNC(C)C(=O)NC(C(=O)NC(C)C(=O)Nc1cccc2ccccc12)C(C)C (configuration not stated)
  -46	-2.8

Random excerpt: three records from the list
Below each compound – SENP8 inh	MPTP inh
10	CC(O)(c1cccc(F)c1)c1nc(-c2cncnc2)cs1 (configuration not stated)
  6	-0.4
1	COC(=O)c1ccc2nc(-c3ccc(Cl)cc3)c(Cc3cccc(Cl)c3)n2c1
  -375	2.2
28	Cc1nc(C(F)(F)F)ccc1C(=O)N1CCCC1(C)C(=O)NCC(C)C (configuration not stated)
  16	-1.6

Following part:
Below each compound – SENP8 inh	MPTP inh
31	COc1ccc(F)cc1-c1cc(C(=O)N2CCc3ccccc3C2)[nH]n1
  9	-1.4
32	CCCS(=O)(=O)NC(=O)C1(C)CCN(C(=O)c2c(C)noc2C)C1 (configuration not stated)
  17	-0.2
33	CNc1cncc(-c2cccnc2)n1
  -477	-1.1
34	Cc1c(C(=O)N2CCCC(C)(C(=O)NS(=O)(=O)C3CC3)C2)oc2ccccc12 (configuration not stated)
  18	-0.1
35	COc1ccc(C2=Nc3ccccc3N(C(=O)c3ccc(C(F)(F)F)cc3)C2C(=O)Nc2c(C)cccc2C)cc1 (configuration not stated)
  -17	4.0
36	CCCNC(=O)c1cc2c(c(-c3cccc(-c4ccccc4F)c3)n1)[C@@H](CCO)N(C(=O)CC1CC1)C2
  20	-2.3
37	CC(C)c1ccc(NC(=O)C2(C)Cc3c(-c4ccc(C(N)=O)cc4)ccnc3O2)cc1 (configuration not stated)
  4	-0.7
38	CCc1cnc(Nc2nc(C(N)Cc3ccc(Cl)cc3)cs2)nc1 (configuration not stated)
  22	1.3
39	CC(C)N(C)c1ncnc2c1ncn2[C@H]1CN(Cc2ccncc2)C[C@@H](CO)O1
  6	1.1
40	COc1ccc(CN2C[C@@H](CO)O[C@@H](n3cnc4c(N5CCOCC5)ncnc43)C2)cc1
  9	-0.2
41	CCOC(=O)[C@]12CCCC=C1N(CCc1ccc(OC)c(OC)c1)C(=O)[C@H](CC(=O)NCCCCc1ccccc1)C2
  10	-0.3
42	CC1(C(=O)NS(=O)(=O)c2ccc(C#N)cc2)CCN1C(=O)Cc1ccsc1 (configuration not stated)
  17	0.3
43	CCCCc1c(-c2ccccc2OC)ncn1CCc1cccc(F)c1
  13	-0.6
44	CN(C)c1ccc(-c2ccnc3c2CC(C)(C(=O)Nc2cccc(Oc4ccccc4)c2)O3)cc1 (configuration not stated)
  i	1.2
45	COC(=O)C1(C(=O)OC)C[C@H](c2ccccc2)N(Cc2ccccc2OC)[C@@H]1c1ccccc1
  14	2.5
46	OCCOC1CCCc2oc(-c3ccccc3)c(C#CC3(O)CCCCC3)c21 (configuration not stated)
  -50	-1.3
47	CC(=O)C[C@@H]1OC[C@H](Cc2ccccc2)N1S(=O)(=O)c1ccc(C)cc1
  11	0.7
48	C#CCNC(=O)C[C@@H]1C[C@@]2(C(=O)OC)CCCCC=C2N(CCc2ccc(OC)c(OC)c2)C1=O
  13	1.5
49	Cc1ccc(Cc2c(-c3cccc(Cl)c3)nc3ccc(Br)cn23)cc1
  -39	0.2
50	Cc1cccnc1C(NC(=O)C1CCN(CCOc2ccc(F)cc2)CC1)c1ccc(F)cc1 (configuration not stated)
  12	-0.1
51	COc1cccc(CNC(=O)[C@@H]2CCCN2C(=O)[C@H]2CCCCN2C(=O)c2ccc(Cl)cc2)c1
  1	0.2
52	Cc1cc(F)ccc1-c1cc(C(=O)Nc2ccccc2)[nH]n1
  11	0.8
53	Cc1ccc(NC(=O)c2cc(-c3cc(Cl)ccc3C)n[nH]2)cc1NS(C)(=O)=O
  32	0.0
54	COCCN1C(=O)CN(S(C)(=O)=O)CC1(C)C(=O)Nc1c(C)cccc1C (configuration not stated)
  5	0.8
55	CCCCn1nnnc1C(c1ccccc1)N1CCN(C)CC1 (configuration not stated)
  12	-0.2
56	CC(C)c1cccc(-c2csc(C(O)c3ccc(F)cc3)n2)c1 (configuration not stated)
  7	3.2
57	O=C(c1ccccc1)c1sc(Nc2ccc3c(c2)OCO3)nc1-c1ccccc1
  13	2.7
58	Cc1c(C(=O)NCc2ccccc2)sc(=O)n1Cc1ccccc1F
  0	0.5
59	CCc1ccc(OC2(C)CCN(CCOc3ccc(C)cc3)C2)cc1 (configuration not stated)
  15	1.6
60	CC1(C(=O)NS(=O)(=O)c2ccc(Br)cc2)CCN1C(=O)Cc1cccs1 (configuration not stated)
  9	0.7
61	COc1ccc(CN2C(=O)c3ccccc3C2c2nnnn2C(C)C)cc1OC (configuration not stated)
  10	-2.5
62	COc1cc(C(O)c2nc(-c3ccccc3)cs2)ccc1F (configuration not stated)
  6	1.9
63	CC1(C(=O)NCC2CC2)CCN1C(=O)C1(c2ccccc2)CC1 (configuration not stated)
  23	-0.7
64	OC(c1ccc(F)c(F)c1)c1ncc(-c2cccc(C(F)(F)F)c2)[nH]1 (configuration not stated)
  8	8.8
65	O=C1CCCC[C@@H](CO)[C@H](O)C[C@H](c2ccccc2)O1
  15	-1.2
66	CCOC(=O)[C@]12CCCC=C1N(Cc1ccc3c(c1)OCO3)C(=O)[C@H](CC(=O)N1CCOCC1)C2
  32	-0.5
67	CC(=O)Nc1cnc(-c2ccc3c(c2)OCO3)cn1
  -492	-0.9
68	NC(=O)c1cccc(-c2coc3c(C(=O)NCc4cccnc4)cccc23)c1
  21	2.4
69	CC(C)(C)S(=O)N1Cc2cc(C(=O)NCCCN3CCOCC3)nc(-c3cccc(-c4cc5ccccc5o4)c3)c2[C@@H]1CCO (some centres not stated)
  -54	-1.2
70	O=C(NCc1ccc(C(F)(F)F)cc1)c1cccc2c(-c3ccc(F)c(F)c3)coc12
  6	8.1
71	Cc1ccc(C(O)c2ncc(-c3cccc(C(F)(F)F)c3)[nH]2)c(C)c1 (configuration not stated)
  12	3.9
72	Cc1ccc(Cc2c(-c3cccc(Br)c3)nc3cc(C)c(Br)c(C)n23)cc1
  -1	1.0
73	COc1ccccc1C(=O)Nc1nnc([C@H]2C[C@H](O)[C@@H](CO)O2)s1
  9	-0.1
74	COc1ccc(-c2cc(=O)c3ccc(O)cc3o2)cc1OC
  1	0.3
75	CC(=O)NCCNc1nc(NC(C)C)nc2cc(-c3ccccc3)sc12
  -280	0.6
76	CC(=O)Nc1cccc(-c2csc(C(C)(O)c3ccccc3)n2)c1 (configuration not stated)
  5	-0.5
77	Cc1cccc(C)c1NC(=O)C(c1ccc(-c2ccccc2)cc1)n1c(=O)c(-c2cc3ccccc3[nH]2)nc2ccccc21 (configuration not stated)
  -428	2.9
78	CCOC(=O)[C@]12CCC=C1N(Cc1cccc3ccccc13)C(=O)[C@H](CC(=O)NCc1ccc(C)o1)C2
  20	-4.1
79	CC(O)(c1cccc(F)c1)c1nc(-c2ccc3c(c2)OCO3)cs1 (configuration not stated)
  11	1.6
80	NC(Cc1ccc(Cl)cc1)c1csc(Nc2nccc(C(F)(F)F)n2)n1 (configuration not stated)
  7	0.6

(listing goes on)
Below each compound – SENP8 inh	MPTP inh
81	CCCCNC(=O)C1(C)CCCCN1C(=O)c1ccc(F)c(C)c1 (configuration not stated)
  5	0.6
82	CC(C)C[C@H]1CN(CCCC[C@@H]2CNC(=O)C(=O)N2CC2CCCCC2)C(=O)C(=O)N1Cc1ccccc1
  13	-0.5
83	CC(=O)NCCCNC(=S)NCCCN(Cc1ccc(Cl)cc1)c1ccc(Br)cn1
  11	0.3
84	CC(C)NC(=O)c1ccc2nc([C@@H]3O[C@H](CO)[C@H](O)[C@H](O)[C@H]3O)[nH]c2c1
  14	0.6
85	O=C(Nc1ccc(F)c(Cl)c1)c1csc([C@@H]2O[C@H](CO)[C@H](O)[C@H](O)[C@H]2O)n1
  9	1.3
86	CC1(C(=O)NS(=O)(=O)Cc2cccc(Cl)c2)CCN1C(=O)CCc1ccccc1 (configuration not stated)
  6	-0.7
87	C=C(C)Cn1c2ccc(NC(=O)NCC)cc2c(=O)n1C
  i	-1.2
88	O=C1O[C@@H](c2ccccc2)C[C@@H](O)[C@H](O)CCc2ccccc21
  6	-1.6
89	COc1ccc(NC(=O)c2cc(-c3cc(Cl)ccc3OC)n[nH]2)c(C)c1
  17	-1.0
90	CCc1nc2ccc(C(=O)NCCOc3ccc(OC)cc3)cn2c1N(C=O)Cc1ccc(OC)cc1
  -85	0.9
91	Cc1cncc(NCc2cccc(Cl)c2)n1
  i	-0.5
92	COc1cc(NC(=O)Nc2cccn3nc(COCCO)nc23)cc(OC)c1OC
  8	-0.7
93	CC1(C(=O)NS(=O)(=O)c2ccc(Cl)s2)CCN1C(=O)C1(c2ccccc2)CCCC1 (configuration not stated)
  11	1.7
94	CCc1nc2c(OCC(=O)C(C)(C)C)cccn2c1N(C)C(=O)c1ccco1
  -3	1.3
95	CC(C(=O)NCc1ccccc1)n1c(Cc2cc(F)cc(F)c2)nc2ccccc21 (configuration not stated)
  10	-0.1
96	CCc1nc2ccc(C(=O)Nc3cccc(OCC(=O)N(C)C)c3)cn2c1N(C)Cc1ccc(OC)cc1
  -6	0.3
97	CC(C)(C)OC(=O)C1=CC[C@@H](c2ccc(Cl)c(Cl)c2)N(S(=O)(=O)c2ccc(F)cc2)[C@H]1c1cccc(F)c1
  8	1.1
98	CC1(Cc2cccc(F)c2)C(=O)Nc2ccc(S(=O)(=O)NC3CCCCC3)cc21 (configuration not stated)
  2	1.0
99	CC1(C(=O)NS(=O)(=O)c2ccc(F)cc2F)CCN1C(=O)CC1CCCCC1 (configuration not stated)
  12	-1.2
100	CC(=O)Oc1ccccc1Cn1c(C)c(C(=O)NCc2cccc(Cl)c2)sc1=O
  1	-0.6
101	Cc1ccccc1S(=O)(=O)NC(=O)C1(C)CCN1C(=O)CC(c1ccccc1)c1ccccc1 (configuration not stated)
  17	-0.7
102	OC[C@@H]1CN(Cc2ccccc2)C[C@H](n2cnc3c(NCc4ccc(F)cc4)ncnc32)O1
  -204	0.0
